HePTP inh = inhibitors of human HePTP phosphatase; P35236; recombinant HePTP phosphatase activity, OD absorbance; inhibition, % at 20 µM; 0.64% of 110,000 active; in the data active means inhibition above about 50%;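 further: plate controls were vehicle for no effect and reference inhibitor for full effect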
Target sequence (P35236 whole entry, looked up): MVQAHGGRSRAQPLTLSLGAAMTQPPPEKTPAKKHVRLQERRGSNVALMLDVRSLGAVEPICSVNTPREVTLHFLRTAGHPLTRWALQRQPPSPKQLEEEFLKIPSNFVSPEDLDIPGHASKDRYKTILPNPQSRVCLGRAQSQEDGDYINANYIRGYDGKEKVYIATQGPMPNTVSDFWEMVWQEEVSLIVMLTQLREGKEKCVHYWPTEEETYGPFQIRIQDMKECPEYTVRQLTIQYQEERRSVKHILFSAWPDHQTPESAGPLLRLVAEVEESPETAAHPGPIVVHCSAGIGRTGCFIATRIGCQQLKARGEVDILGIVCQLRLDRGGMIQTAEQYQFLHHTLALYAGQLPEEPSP
BAP1 block = blocks human BAP1 ubiquitin-AMC hydrolysis; Q92560; recombinant BAP1, Ub-AMC hydrolysis fluorescence kinetic; hits give low values; activity remaining (% of control), % at 20 µM; 0.48% of 72,000 active; AID 436;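 active means activity remaining at or below 50% of control, provided the compound also passes the data quality filters; inactive means the rest, including low values that fail the filters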;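 further: 100% = DMSO wells rate and 0% = substrate alone blank rate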
An asterisk follows results filed as active; . = no result given; & = joins results of further samples.

HePTP inh	BAP1 block	structure
5	73	COc1ccc2c(CSc3nc4nc(C)cc(C)n4n3)cc(=O)oc2c1
8	98	CC1CCCC(NC(=O)C2CCN(S(=O)(=O)N3CCOCC3)CC2)C1C (stereo not drawn)
2	.	Cc1ccccc1N/C=C\C(=O)c1ccc([N+](=O)[O-])cc1
0	.	CCc1cccc(C)c1NC(=O)c1c(-c2ccccc2)noc1C
11	.	Cc1c(NC(=O)/C=C/c2ccc(Br)cc2)c(=O)n(-c2ccccc2)n1C
6	89	O=C(CCN1C(=O)c2ccccc2C1=O)Nc1ccc2c(c1)OCCO2
-26	.	CCc1cccc(NC2(c3ccccc3)C(=O)c3ccccc3C2=O)c1
2	.	COC1C(C)=CC(=O)N1Cc1ccccc1 (stereo not drawn)
3	.	COc1ccc2nc(NS(=O)(=O)c3ccc(Cl)cc3)c(Nc3ccc4[nH]c(=O)[nH]c4c3)nc2c1
6	78	CC(NC(=O)OCc1ccccc1)C(=O)N1CC(O)CC1C(=O)O (stereo not drawn)
2	98	c1ccc(-n2nnc3cnccc32)cc1
-1	.	CCOC(=O)C1=C(O)/C(=C/N(C)C)SC1=Nc1ccc([N+](=O)[O-])cc1
13	.	N#Cc1c(N)sc2c1CCN(Cc1ccccc1)C2
8	.	COc1ccc(/C=C2/SC(=O)N(c3ccccc3)C2=O)c(OC)c1
.	79	CC(=O)c1c(C)oc2c(Cl)cc(NS(=O)(=O)c3ccccc3)cc12

Look-ups from the list:
`Cc1c(NC(=O)/C=C/c2ccc(Br)cc2)c(=O)n(-c2ccccc2)n1C` | HePTP inh = 11
`CCc1cccc(C)c1NC(=O)c1c(-c2ccccc2)noc1C` | HePTP inh = 0
`O=C(CCN1C(=O)c2ccccc2C1=O)Nc1ccc2c(c1)OCCO2` | BAP1 block = 89
`COc1ccc(/C=C2/SC(=O)N(c3ccccc3)C2=O)c(OC)c1` | HePTP inh = 8

The list goes on.
HePTP inh	BAP1 block	structure
-9	84	C=CCn1c(SCC(=O)NC2CCS(=O)(=O)C2)nc2scc(C3CC3)c2c1=O (stereo not drawn)
-9	.	COc1ccccc1NC(=O)C1CC2c3ccccc3C1c1ccccc12 (stereo not drawn)
9	121	O=C1C=C(NCc2ccco2)CCC1
-1	92	CCc1nnc(NS(=O)(=O)c2ccc(NC(=O)OC)cc2)s1
5	73	COc1ccc(C)cc1NC(=O)c1cc2cc3ccc(C)cc3nc2o1
6	95	O=C(CSc1nnc(CNC(=O)c2cccs2)o1)Nc1cccc(C(F)(F)F)c1
-2	.	COc1ccc(/C=C(/c2ccccc2)c2nc3ccccc3[nH]2)cc1
2	104	CC1(c2ccccc2Cl)NC(=O)N(CC(=O)NC(=O)NCc2ccco2)C1=O (stereo not drawn)
-7	.	O=[N+]([O-])c1ccc2c(c1)c1ccccc1n2CO
8	.	CC(=O)Oc1ccc(Br)cc1/C=C1\SC(=S)NC1=O
102*	.	CCOC(=O)c1c(C)sc(Sc2ccc(Cl)cc2[N+](=O)[O-])c1OC
4	.	COC(=O)c1ccc(C(=O)OC)c(NC(=O)Cc2ccccc2[N+](=O)[O-])c1
.	87	O=C(CCc1ccccc1)Nc1nnc(-c2ccccc2I)s1
-2	.	O=C1CC(c2ccccc2)c2c(ccc3ccccc23)O1 (stereo not drawn)
-10	.	CCCCOc1ccc(-c2ncc(C(=O)OCC)c(N)n2)cc1
10	.	FC(F)(F)c1cccc(-c2nnc3ccc4ccccc4n23)c1
5	.	Cc1ccc(NC(=O)CCC(=O)NCCO)cc1
9	.	COc1ccc(-c2cc(C(=O)Nc3cc([N+](=O)[O-])ccc3Cl)c3ccccc3n2)cc1OC
8&4	101	O=C(O)C1C2C=CC(C2)C1C(=O)NCCC1=CCCCC1 (stereo not drawn)
-5	97	NS(=O)(=O)c1ccc(CCNC(=O)C2CCCCN2S(=O)(=O)c2ccccc2)cc1 (stereo not drawn)
-4	96	COc1ccccc1N1CC(C(=O)Nc2cccc(C(=O)O)c2)CC1=O (stereo not drawn)
9	.	O=C(/C=C/c1ccco1)Nc1ncc(Cc2cccc(Cl)c2)s1
5	96	Cc1csc(Sc2nc3c(c(=O)[nH]c(=O)n3C)n2Cc2ccccc2Cl)n1
6	.	Cc1ccc(C(=O)Nc2ccc(C(N)=O)cc2)cc1C
0	99	O=C(CCSc1nc(-c2ccco2)cc(C(F)(F)F)n1)N1CCN(c2ccccc2)CC1
1	.	COc1ccc(C2Nc3ccccc3C(=O)N2Cc2ccco2)cc1Cn1nc(C)c([N+](=O)[O-])c1C (stereo not drawn)
4	98	COc1ccccc1-c1nnc2sc(COc3ccc(Cl)cc3)nn12
-10	97	O=C(NCCCc1ccccc1)c1ccncc1
6	.	COCCNC(=O)C(=O)Nc1cc(OC)ccc1OC
5	99	CCc1c(C)[nH]c(=S)c(C#N)c1C

The last 5 records of the section above lead into the next.
HePTP inh	BAP1 block	structure
1	.	COc1ccc(C2Nc3ccccc3C(=O)N2Cc2ccco2)cc1Cn1nc(C)c([N+](=O)[O-])c1C (stereo not drawn)
4	98	COc1ccccc1-c1nnc2sc(COc3ccc(Cl)cc3)nn12
-10	97	O=C(NCCCc1ccccc1)c1ccncc1
6	.	COCCNC(=O)C(=O)Nc1cc(OC)ccc1OC
5	99	CCc1c(C)[nH]c(=S)c(C#N)c1C
-7	88	Cc1c2cnn(-c3ccccc3)c(=O)c2c(C)n1CCCC(=O)N1CCN(c2ncccn2)CC1
.	268	Cc1nnc(NC(=O)c2ccccc2[N+](=O)[O-])s1
4	.	CC(=O)C1=C(O)C(=O)N(CCN2CCNCC2)C1c1ccccc1Cl (stereo not drawn)
9	137	CCCCOc1ccc(C(=O)Nc2ccc(N3CCN(C)CC3)cc2)cc1
-4	.	COc1ccc(Nc2nc(NCc3ccco3)nc(N/N=C/c3ccc(O)cc3)n2)cc1
6	.	O=C(O)c1ccccc1Sc1ccccc1C(=O)O
4	.	Cc1ccc(N(CC(=O)NC2CC3CCC2C3)S(C)(=O)=O)cc1C (stereo not drawn)
9	98	CCOC(=O)c1cc(NC(=O)SCC(=O)O)c(C)nc1C
3	100	CN(C(=O)COc1ccccc1)c1nnc(-c2cccnc2)s1
0	159	Cc1cc(C(=O)N2CCN(C/C=C/c3ccccc3)CC2)cs1
-10	.	Cc1ccc(-c2nn3c(C)nnc3s2)cc1NC(=O)c1ccc(-c2cccc(Cl)c2)o1
2	.	Cn1cccc1/C=C(\C(=O)c1ccccc1)c1nc2ccccc2[nH]1
7	116	CCCc1ccc(C(=O)N2CCN(c3ccccc3OCC)CC2)cc1
4	94	COc1ccc(CCn2c(=O)[nH]c3cc(C(=O)NCCCN4CCOCC4)ccc3c2=O)cc1OC
3&-18	100	O=C(N=C1SCC(=O)N1c1ccccc1Cl)c1ccco1
-11	92	CN(C(=O)CSc1nc2c(c(=O)[nH]1)CCCC2)C1CCCCC1
9	.	Cc1ccc(C(=O)Oc2cccc(C3C4=C(Nc5c3c(=O)n(C)c(=O)n5C)c3ccccc3C4=O)c2)cc1 (stereo not drawn)
10	.	O=C1OC(c2ccccc2)=N/C1=C\c1c(Cl)cccc1Cl
6	.	O=C(c1cc(-c2cccc(Br)c2)nc2ccccc12)N1CCCCCC1
7	.	COc1ccc(S(=O)(=O)N2CCN(Cc3ccco3)CC2)cc1
-8	.	O=C(NCCCN1CCOCC1)c1nn2c(C(F)(F)F)cc(-c3cccs3)nc2c1Br
4	144	O=P1(O)C=C(c2ccccc2)OC(c2ccccc2)=C1
2	80	CC(=O)N(c1cccc(Br)c1)C1C=CS(=O)(=O)C1 (stereo not drawn)
8	93	CSc1nncc(=O)[nH]1
2	.	C=CCn1c(C)cc(C(=O)COc2nncc3ccccc23)c1C
-7	.	CCN(CC)c1ccc(/C=C2/SC(=O)N(CNc3ccc(F)cc3)C2=O)cc1
-3	.	Cc1ccc(S(=O)(=O)Oc2cccc(/C=c3/sc4nc5ccccc5n4c3=O)c2)cc1
4	104	O=C(CN1CCCCC1)Nc1cccc(-n2cnnn2)c1
.	128	Cc1ccc(C(=O)NCCNC(=O)c2nonc2N)cc1
3	.	COc1cccc(-c2cc3nc(-c4ccccc4)cc(N4CCC5(CC4)OCCO5)n3n2)c1
-1	.	Cc1cccc2c1N(C(=O)CN1C(=O)CCC1=O)C(C)(C)c1ssc(=S)c1-2
4	82	COCCOC(=O)C1=C(C)NC2=C(C(=O)CCC2)C1c1ccc(N(C)C)cc1 (stereo not drawn)
1	96	OCC#Cc1cnc2ccccc2c1
5	101	Fc1ccccc1COc1cccc(/C=N/n2cnnc2)c1
6	.	CCOc1ccc2nc(SCC(=O)C(C)(C)C)[nH]c2c1
-2	.	N#C/C(=N\Nc1ccccc1F)c1nc(-c2ccccc2)cs1
2	92	CCOc1ccccc1-n1c(SCC(N)=O)nnc1-c1ccc(O)cc1
-3	.	COc1ccccc1NC(=O)C(=O)NCc1ccccc1
1	105	CCOC(=O)c1ccccc1NC(=O)c1cccs1
11	.	Cc1ccc(NCC(=O)N/N=C\c2cccc(O)c2)cc1
2	105	NC(=O)c1ccccc1N/C=C/C(=O)c1ccccc1
-5	.	O=C(COC(=O)c1ccccc1C(F)(F)F)c1ccc(Cl)cc1
2	.	CCc1ccc(NC2=C(Cl)C(=O)N(c3ccc(Br)cc3)C2=O)cc1
6	.	Cc1ccc(C(=O)COC(=O)c2ccc(Br)o2)cc1C
10	.	COC(=O)CSc1nc(N)c2c3c(sc2n1)CCC3
-9&2	97	COc1ccc(-c2noc(-c3ccco3)n2)cc1OC
6	.	COc1cc(F)ccc1S(=O)(=O)N1CCN(c2ccccc2)CC1
.	57	O=C(Oc1ccc2ccccc2c1Br)c1ccncc1
-2	.	COc1ccccc1N1CCN(/N=C2/C(=O)Nc3ccccc32)CC1
0	91	Cc1ccc(NC(=O)CCn2cccc2)cc1Cl
3	.	CCOc1ccccc1NC(=O)CN(c1cc(OC)ccc1OC)S(C)(=O)=O
-7	.	Cc1ccc(N2C(=O)C(Cl)=C(NCc3ccccc3)C2=O)c(C)c1
-1	.	CCN1C(=O)/C(=C\c2ccc(Cl)c([N+](=O)[O-])c2)SC1=S
-2	105	Cc1csc(NC(=O)CSc2nnc(-c3ccccn3)n2-c2ccc(C)c(C)c2)n1
5	99	Cc1ccc2c(c1)c1c3n2CCN(C(=O)Cn2c(-c4ccccc4)noc2=O)C3CCC1 (stereo not drawn)
4	107	ON1C2CCCCC2N(O)C1c1c(F)c(F)c(F)c(F)c1F (stereo not drawn)
7	94	CC(C)c1ccc(S(=O)(=O)N2CCN(C(=O)c3cccc(F)c3)CC2)cc1
7	.	CCOc1cc(/C=C2\C(=O)N(c3cccc(C(=O)O)c3)N=C2C)cc(Br)c1O
-2	.	O=C1C(=O)N(c2cccnc2)C(c2ccc3c(c2)OCO3)/C1=C(\O)c1ccccc1 (stereo not drawn)
-1	61	COC(=O)c1ccc2c(c1)N(Cc1nc(-c3cccc(C)c3)oc1C)C(=O)C1CCCN21 (stereo not drawn)

Entries of single compounds, looked up by structure:
`CCOc1ccccc1NC(=O)CN(c1cc(OC)ccc1OC)S(C)(=O)=O` across the screens: HePTP inh: 3; BAP1 block: .
`COC(=O)c1ccc2c(c1)N(Cc1nc(-c3cccc(C)c3)oc1C)C(=O)C1CCCN21` (stereo not drawn) across the screens: HePTP inh: -1; BAP1 block: 61

Reprinted at random: 3 entries already listed, in no set order.
HePTP inh	BAP1 block	structure
4	107	ON1C2CCCCC2N(O)C1c1c(F)c(F)c(F)c(F)c1F (stereo not drawn)
6	.	COc1cc(F)ccc1S(=O)(=O)N1CCN(c2ccccc2)CC1
7	94	CC(C)c1ccc(S(=O)(=O)N2CCN(C(=O)c3cccc(F)c3)CC2)cc1

The listing continues.
HePTP inh	BAP1 block	structure
-1	.	COc1ccc(C2/C(=C(/O)c3ccc(Br)cc3)C(=O)C(=O)N2CCc2ccccc2)cc1OC (stereo not drawn)
-12	93	Cc1ccc(C(=O)c2nocc2C(=O)c2cccs2)cc1
.	95	CCCC(=O)NCCc1cc2ccc(OC)cc2[nH]c1=O
8	.	COC(=O)CN(c1ccc(C)cc1)S(=O)(=O)c1ccccc1
8	.	COc1ccccc1C(=O)O/N=C1/CCCc2c1ccc(OC)c2[N+](=O)[O-]
12	.	CCOc1cc(/C=C/c2[nH]c(=O)[nH]c(=O)c2[N+](=O)[O-])ccc1O
2	72	CCOC(=O)c1cnc(-n2nc(C)cc2C)nc1N1CCOCC1
-11	.	N#Cc1ccccc1Sc1ccccc1C(=O)OCc1nnc(-c2ccccc2)o1
-10	187	O=C(COc1ccc2cc(Br)ccc2c1Br)NCc1ccccc1
-5	56	COc1ccc2occ(C(=O)c3coc4ccc(O)c(CN(C)C)c34)c2c1
0	.	CC(=O)c1ccc(NC(=S)NC(NC(=O)c2ccc(Br)cc2)C(Cl)(Cl)Cl)cc1 (stereo not drawn)
7	84	CC1(C)NC(=O)N(CC(O)COc2ccc(-c3ccccc3)cc2)C1=O (stereo not drawn)
-6	.	O=c1c(-c2ccc(Cl)cc2)coc2c(CN3CCCCC3)c(O)ccc12
9	98	COc1ccc(CCNC(=O)COc2ccc(S(=O)(=O)N3CCOCC3)cc2)cc1
4	.	Cc1nc2ccccc2n1CCOc1ccc(F)cc1
